High-throughput results from PubChem BioAssay.
NPYLR7 agonist – mosquito NPYLR7 agonism. activation, % at 10 µM. AID 1259423. HEK293T NPYLR7/Galpha15, GCaMP6s calcium fluorescence. hit rate 0.15% among 270,000; in the data active = activation above about 40%;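 also: 0% = vehicle and 100% = reference agonist at the receptor; some compounds past the cut are filed as inactive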
mcGAS inh – mouse cGAS inhibition by luminescence; Q8C6L5; recombinant cGAS, Kinase-Glo ATP depletion luminescence; inhibition, % at 12.5 µM; hit rate 0.15% among 160,000; AID 1259399;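 also: 0% = negative control wells and 100% = reference inhibitor with no enzyme activity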
hcGAS lum – human cGAS inhibition. Q8N884. recombinant h-cGAS, ATP depletion, Kinase-Glo luminescence. inhibition, % at 12.5 µM. hit rate 0.081% among 290,000. AID 1259398;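 also: 0% = vehicle reaction and 100% = reaction without DNA for no activity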
Target sequence (Q8N884 whole entry, looked up): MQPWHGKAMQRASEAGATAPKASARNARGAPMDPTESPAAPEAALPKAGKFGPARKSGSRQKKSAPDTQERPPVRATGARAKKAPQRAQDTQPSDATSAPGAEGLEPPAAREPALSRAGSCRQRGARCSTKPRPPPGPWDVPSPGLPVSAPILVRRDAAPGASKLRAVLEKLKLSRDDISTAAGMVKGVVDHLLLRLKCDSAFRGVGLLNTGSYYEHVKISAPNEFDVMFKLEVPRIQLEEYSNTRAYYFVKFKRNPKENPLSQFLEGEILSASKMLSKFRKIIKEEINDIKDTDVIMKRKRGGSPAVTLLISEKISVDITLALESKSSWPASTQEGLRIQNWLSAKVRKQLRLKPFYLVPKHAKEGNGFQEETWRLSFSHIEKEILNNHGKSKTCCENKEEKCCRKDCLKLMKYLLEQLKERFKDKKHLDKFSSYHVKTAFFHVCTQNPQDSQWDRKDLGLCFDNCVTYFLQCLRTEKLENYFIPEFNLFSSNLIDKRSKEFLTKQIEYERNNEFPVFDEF
Active calls of the source: *; · = no result given; & = joins results of further samples. Rule as the data show it, unless noted: active = inhibition above about 40%; inactive = the rest. Not a hit list (roughly 0.26% active in at least one column).

SMILES	NPYLR7 agonist	mcGAS inh	hcGAS lum
COc1cc(OC)c2c(=O)cc(-c3ccccc3)oc2c1C1=COC(C)(C)C1=O	7	·	1
CCCCn1nc(CC(N)=O)nc1C1CCCCN1C(=O)C1CC1 (centres undefined)	·	-6	-11
CN(C)c1cc(C(=O)NC2CCCCC2n2cccn2)cc(Cl)n1 (centres undefined)	1	·	-7
O=C(O)c1[nH]c2ccc(Br)cc2c1CCN1C(=O)c2cccc([N+](=O)[O-])c2C1=O	9	-2	2
Cc1ccccc1-c1ccc(CN2CC[C@H](CO)[C@H](O)C2)cc1	-1	·	-3
COCCN1CCN(C(=O)CC2C(=O)NCCN2Cc2cccc(OC)c2OC)CC1 (centres undefined)	17	·	-5
CCC(C)N(Cc1cc(Cl)ccc1OS(C)(=O)=O)C(=O)NC(C)(C)C (centres undefined)	-5	-7	-7
COc1ccc(CCNC(=O)Nc2ccc(C)c(-n3cnnn3)c2)cc1	1	·	0
COCC(NC(=O)c1sc2ncn(C)c(=O)c2c1C)c1ccnn1C (centres undefined)	3	-12	-8
CCOC(=O)c1cc(-c2cccc(NC(=O)c3cc(C)oc3C(F)(F)F)c2)n(-c2ccc(F)cc2)n1	24	-7	-2
Cc1ccc(C(NC(=O)CN2CC(=O)NC2=O)c2cccnc2)cc1C (centres undefined)	5	·	-2
Cc1noc(C)c1CN(C)C(=O)c1ccc(CNC(N)=O)cc1	1	·	-6
COCc1[nH]n(-c2ccc(Cl)c(Cl)c2)c(=O)c1C1=C(N2CCOCC2)C(=O)N(c2ccccc2F)C1=O	4&-22	0&4	2&2
Nc1ccc(Cl)cc1S(=O)(=O)N1CCCCC1	0	·	-6
O=C(O)[C@H]1C[C@]2(CCCCNC2=O)N(C(=O)c2ccco2)[C@H]1c1ccco1	3	-7	0
CCOC(=O)CNC(=O)COc1coc(CN2CCc3ccccc3C2)cc1=O	3	-8	-8
Cc1cccn2c(CNCC3Cc4ccccc4CN3C)c(C(=O)N3CCOCC3)nc12 (centres undefined)	23	·	-11
CCC(C)c1ccc(-n2c(-c3ccc(F)cc3C(F)(F)F)nc3ccccc3c2=O)cc1 (centres undefined)	8	1	-2
COc1ccc(C2CCCCN2C(=O)CN2C(=O)C(CC(C)C)NC(=O)c3ccccc32)cn1 (centres undefined)	1	·	-8
Cc1ccc(S(=O)(=O)NC2CCCCC2C(F)(F)F)cc1F (centres undefined)	4	·	-5
CN(C)CC1(O)CCCN(C(=O)COc2ccc(Cl)c(Cl)c2)C1 (centres undefined)	-7	1	7
CCOC(=O)C1CCN(C(=O)c2coc(CN(CCc3c[nH]c4ccccc34)Cc3ccccc3OC)n2)CC1	15	-5	1
COc1ccc(NC(=O)C2(C)CCN2C(=O)C(C)(C)c2ccccc2)cc1OC (centres undefined)	8	-3	-8
CC1CC1c1ccc(/C=C2/SC(N)=NC2=O)o1 (centres undefined)	6	·	-2
COCCOC(=O)C1=C(C)NC2=C(C(=O)CC(c3ccc(Cl)cc3)C2)C1c1ccc([N+](=O)[O-])cc1 (centres undefined)	-4	-4	-4
Cc1cnc2c(c1)NC(=O)CN2C(=O)c1sc(-c2ccc(F)cc2)nc1C	-2	·	-4
CN(Cc1csc(Cc2ccc(F)cc2Cl)n1)Cc1cccc2ccccc12	29	-6	-6
COc1cc(/C=C2\SC(=Nc3ccccc3)N(c3ccccc3)C2=O)cc(OC)c1O	0	-3	-2
CN1CC(=O)N(Cc2ccc(Cn3nc(NC(=O)c4cccn4C)c4ccccc43)cc2)c2ccccc2C1=O	9	-4	-6
Cc1cc(NCCCn2ccnc2)n2nc(C)c(-c3ccccc3)c2n1	-6	-7	-7

Part of the list above, set out differently:
Structure | NPYLR7 agonist | mcGAS inh | hcGAS lum
COc1ccc(NC(=O)C2(C)CCN2C(=O)C(C)(C)c2ccccc2)cc1OC (centres undefined) | 8 | -3 | -8
CC1CC1c1ccc(/C=C2/SC(N)=NC2=O)o1 (centres undefined) | 6 | · | -2
COCCOC(=O)C1=C(C)NC2=C(C(=O)CC(c3ccc(Cl)cc3)C2)C1c1ccc([N+](=O)[O-])cc1 (centres undefined) | -4 | -4 | -4
Cc1cnc2c(c1)NC(=O)CN2C(=O)c1sc(-c2ccc(F)cc2)nc1C | -2 | · | -4
CN(Cc1csc(Cc2ccc(F)cc2Cl)n1)Cc1cccc2ccccc12 | 29 | -6 | -6

The listing picks up, starting 5 compounds before the break.
SMILES	NPYLR7 agonist	mcGAS inh	hcGAS lum
Cc1cnc2c(c1)NC(=O)CN2C(=O)c1sc(-c2ccc(F)cc2)nc1C	-2	·	-4
CN(Cc1csc(Cc2ccc(F)cc2Cl)n1)Cc1cccc2ccccc12	29	-6	-6
COc1cc(/C=C2\SC(=Nc3ccccc3)N(c3ccccc3)C2=O)cc(OC)c1O	0	-3	-2
CN1CC(=O)N(Cc2ccc(Cn3nc(NC(=O)c4cccn4C)c4ccccc43)cc2)c2ccccc2C1=O	9	-4	-6
Cc1cc(NCCCn2ccnc2)n2nc(C)c(-c3ccccc3)c2n1	-6	-7	-7
CCCNC(=O)NCc1cccnc1N(CC)CC	21	-12	-11
Cc1c(C)n(Cc2ccccc2)c2ccc(C(=O)OCCCN(C)C)cc12	1	·	-7
COc1ccc(CCN(C)C(=O)C2CCN(c3nc(C)c4cc(C)ccc4n3)CC2)cc1OC	24	-10	-4
CCCC1(CO)CCCN(C(=O)Cc2sc(C)nc2C)C1 (centres undefined)	·	-7	-12
Cc1csc(NC(=O)N(CCN(C)C)Cc2cccc(C#N)c2)n1	-2	·	-2
O=C1N(Cc2ccc(F)cc2)c2ccccc2OC1(F)F	0	·	-4
CN(C)C(=O)Cc1ccc(NC(=O)NC2(C(=O)OC(C)(C)C)CCCC2)cc1	5	-15	-7
CC(C)CNC(=O)C1CCN(c2cncnc2N2CCOCC2)CC1	·	-5	-4
O=C(NC(c1ccc(F)cc1)c1ccc2ccccc2n1)C1CCN(C(=S)NC2CCCCC2)CC1 (centres undefined)	3	-3	-8
CC1(Cc2ccc(S(C)(=O)=O)cc2)C(=O)Nc2ccc(Cl)cc21 (centres undefined)	2	-3	-1
CC(C)c1cc(=O)n2c(n1)SCC2CC(=O)Nc1cccnc1 (centres undefined)	-1	·	-2
O=C1CCC(C(=O)OCN2C(=O)c3ccccc3C2=O)=NN1	-3	-5	-3
O=C(NCC(O)c1ccsc1)C1CC1c1cccc(F)c1F (centres undefined)	3	·	-6
Cc1cccc(C(=O)Nc2sc3c(c2C(=O)N2CCOCC2)CCCC3)c1	-1	2	-9
Cc1ccc(C2(c3noc(CN4CCN(C(=O)c5cccs5)CC4)n3)CCCC2)cc1	5	-11	-6
Cc1cc(C)cc(CC(=O)N2CCC2(C)C(=O)NS(=O)(=O)c2cccc(C)c2)c1 (centres undefined)	1	·	0
CNc1ccc(-c2cncc3ccccc23)cn1	2	·	-16
CCOC(=O)c1nn(-c2ccccc2Cl)c(=O)cc1OS(=O)(=O)c1ccc(Cl)s1	5	·	2
O=C(NCc1ccc(F)c(Cl)c1)c1cc(-c2ccc3c(c2)OCO3)nc2ccccc12	22	-7	-6
CC1CN(c2ncnc3c2cnn3CCNC(=O)c2ccccc2)CC(C)O1 (centres undefined)	2	-8	-11
CCc1nc2ccc(C(=O)NCCc3ccccn3)cn2c1N(C)Cc1ccc(Cl)cc1	4	-4	-4
CCCCc1ccc(S(=O)(=O)N2CCN(c3cc(S(=O)(=O)NCC4CCCO4)ccc3OC)CC2)cc1 (centres undefined)	4	-8	-10
COc1cc(OC)cc(-c2onc(C)c2C(=O)NCCCN(C)c2ccccc2)c1	22	-5	-3
CCc1cc(=O)n(CC(=O)Nc2cc(C)cc(C)c2)c(-n2nc(C)cc2C)n1	-1	-3	0
C=c1cc(C)n(CC(=O)Nc2ccccc2C)c(=O)c1=C1N=C(c2ccccc2)NO1	-2	-8	-4
C=CCN1C(=O)NC(c2cc(C)c(C)cc2C)C2=C1CN(CCCC)C2=O (centres undefined)	3	-3	8
COc1ccc(-c2cccc3c(C(N)=O)cccc23)cn1	5	·	-6
O=C(CN1CCSC1=O)Nc1ccc(OC(F)(F)F)cc1	6	·	-17
CN(C)CCN(Cc1ccccc1)C(=O)CN1CCCNC1=O	3	-15	-4
Clc1ccc(C=NCc2ccc3c(c2)OCO3)cc1	-7	·	-6

2 neighbouring entries out of the list so far:
SMILES	NPYLR7 agonist	mcGAS inh	hcGAS lum
CCc1nc2ccc(C(=O)NCCc3ccccn3)cn2c1N(C)Cc1ccc(Cl)cc1	4	-4	-4
CCCCc1ccc(S(=O)(=O)N2CCN(c3cc(S(=O)(=O)NCC4CCCO4)ccc3OC)CC2)cc1 (centres undefined)	4	-8	-10

Next part.
SMILES	NPYLR7 agonist	mcGAS inh	hcGAS lum
CC(Cn1cnc(-c2ccccc2)c1C1CC1)Oc1cccnc1 (centres undefined)	-7	-10	-1
O=C(O)c1ccc(N2C(=O)CC(Nc3ccc(Cl)cc3)C2=O)cc1 (centres undefined)	4	·	-5
O=C(NCC(=O)N1CCCC1)c1cc(-c2cccc(Cl)c2)on1	4	·	-16
COc1ccccc1-n1c(SCc2nc(C(=O)O)cs2)nnc1-c1ccco1	-3	0	2
CCc1nc2c(OCC(N)=O)cccn2c1N(C)C(=O)CC(C)C	-15	1	0
CN(C)Cc1nc(C(=O)N[C@H]2C[C@H]3C(=O)N(C)CC(=O)N3C2)cs1	5	·	-1
COc1ccc(CN2CCCC(CNC(=O)c3ccc(-c4ccccc4)cc3)C2)cc1O (centres undefined)	-8&9	-13	4&-12
O=C(NCCC(c1ccccc1)c1ccccc1)c1cc(-c2ccco2)nn1-c1ccc(F)cc1	0	-5	-9
CC1CCc2c(nc3sc4c(c3c2N)CCCC4)C1 (centres undefined)	12	·	-12
Cc1cc(NCc2cn[nH]c2-c2cccs2)nc(-c2cccnc2)n1	5	-10	-6
O=C(c1nc2sccn2c1CN1CCC(OCc2cccnc2)CC1)N1CCCCC1	3&-7	-5	-4&-4
O=C(NC1CC1)C1CCN(C2CCN(C(=O)COc3ccccc3Cl)CC2)CC1	5	·	-7
Cc1nn(-c2ccccc2)c2[nH]c(C(F)(F)F)cc(=O)c12	1	-1	-6
CCOC(=O)CSc1nnc2[nH]c(=O)cc(CC)n12	-5	-8	-5
COc1ccc(C)cc1N1CC(C)Cn2c1nc1c2c(=O)[nH]c(=O)n1C (centres undefined)	·	-8	-9
CCOC(=O)c1cc(-c2ccc(N3CCN(C(=O)c4c(OC)cccc4OC)CC3)cc2)n(-c2ccc(F)cc2)n1	28	-5	-7
COC(C)c1cccc(NC(=O)C(=O)NC2CCN(C(C)C)C2)c1 (centres undefined)	6	·	-5
CCn1cc(/C=C/C(=O)O)c(C)n1	-1	-2	0
Cc1ccc(-n2c(SCC(N)=O)nc3c(c2=O)SCC3)cc1	-1	·	-4
CC(c1cccc(CN2CCC(CO)(CN3CCCC3)CC2)c1)N(C)C (centres undefined)	·	-3	-6
COc1ccc(F)cc1C(=O)C1CCCN(Cc2cn(C)c3ccccc23)C1 (centres undefined)	17	-15	-6
O=[N+]([O-])c1ccc(-c2nc3c([nH]2)-c2cccc4cccc-3c24)cc1	-7	·	-2
CCOC(=O)N1CCN(CC(=O)N2N=C(c3cccc(C)c3)CC2c2ccc(OC)cc2OC)CC1 (centres undefined)	2	-5	1
CCCC(=O)C1=C(c2ccc(Cl)c(Cl)c2)N(C(=O)CCC)n2cnnc2S1	3	·	-16
COc1ccc(OC)c(S(=O)(=O)N2CCN(c3c(Cc4ccccc4)c(C)nc4ncnn34)CC2)c1	·	2	-1
O=S(=O)(c1ccc(Br)cc1Cl)N1CCNCC1	3	·	-1
O=C(CC1c2cccnc2C(=O)N1c1ccccc1)Nc1ccc(C(=O)O)cc1 (centres undefined)	1	-8	4
Cc1nn(CC(=O)NCC2CCCO2)c(=O)c2cc3occc3n12 (centres undefined)	7	-3	-6
CCc1nnc(SCC(=O)N(c2ccccc2)C(C)C)n1-n1cccc1	4	·	-6
CC(=O)Nc1cnn(-c2ccc(C(=O)NCc3scnc3-c3ccccc3)cc2)c1	34	-10	-6
CCOC(=O)C1(CC2CCCCO2)CCN(C(=O)CCc2nc3ccc(F)cc3[nH]2)CC1 (centres undefined)	4	·	-5
CCSCCOC(=O)C1=C(C)N(C)C(=O)NC1c1ccc([N+](=O)[O-])cc1 (centres undefined)	7	-6	-4
FC(F)(F)c1nnc2ccc(N3CCCCCC3)nn12	6	-2	-1
CC(C)(C)n1ncc2c(=O)n(NC(=O)c3cccc(Br)c3)cnc21	7	·	-11
CCO[C@H]1COC[C@@H]1NC(=O)Cc1c(C)[nH]c2ccccc12	-6	·	-8
COC(=O)CN1CC2(CCN(C(=O)C(C)ON=C(C)C)CC2)OC1=O (centres undefined)	1	·	-5
COc1cc(OC)c(OC)cc1CN1CCN(Cc2ccc(C)o2)C(CCO)C1 (centres undefined)	11	·	-5
CCC(C)NC(=O)c1cc(NC(=O)Nc2ccc(F)cc2F)ccc1N1CCN(c2ccccc2OC)CC1 (centres undefined)	19	-3	-4
CC(C)c1nc(CNC(=O)CN2CCCC(O)C2)cs1 (centres undefined)	·	0	2
COc1cc(/C=N\n2cnnc2)cc(Br)c1OCc1ccc(Cl)cc1Cl	-15	·	0
CN(Cc1ccccc1)Cc1nc2c(c(=O)n(C)c(=O)n2C)n1Cc1ccc(F)cc1	-17	·	1
Cn1c(=O)[nH]c(=O)c2c1nc(SCc1ccc(F)cc1)n2Cc1ccccc1Cl	1	0	1
COc1ccc(-c2cc(N)nc3[nH]ccc23)cc1CNC1CCCC1	15	·	-3
CN(C)C=NN1CC(=O)C(c2nc3ccccc3s2)C1=N (centres undefined)	2	-1	0
C=CCN(CC=C)CC(=O)Nc1sc2c(c1C(N)=O)CCCC2	-2	·	-4
COc1ccccc1-n1c(SCc2nc(C(=O)NCCN(C)C)cs2)nnc1-c1ccccc1Cl	18	-6	-3
